CCT chaperon mod = cytosolic chaperonin activity modulation | purified chaperonin ATPase assay, HTRF ADP detection, 30 min | activity change, % (no concentration beside the values), hits read low | hit rate 0.3% among 360,000 | AID 651819; in the data active = activity change below about -30%; note: % is set by controls: 0 for no effect and ±100 for the full control effect
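TRiC (40 or 20 nM final, by batch activity) in 30 mM Tris pH 7.4, 100 mM KCl, 5 mM MgCl2, 1 mM DTT was treated with compound at 76 uM single dose, then 10 uM ATP, 30 min at 37 °C. ADP was read by HTRF Transcreener.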
EPAC2 antagonist = blocks human EPAC2 exchange factor | hit rate 0.18% among 360,000 | Potency, µM (top dose mostly 114 µM), inactives show at the top dose activity, negative = inhibition, usual class: inhibitors | EPAC2 GEF exchange of Rap1B-BODIPY-GDP, fluorescence | Q8WZA2; note: potency is the fitted concentration of half-maximal effect; % is set by controls: 0 for no effect and ±100 for the full control effect; nearly all actives have a fitted effect of over 45% in size; many of its hits are not listed in these tables
EPAC2 ag = agonists of human EPAC2 (RAPGEF4); EPAC2 activation, biochemical qHTS; response scale: 100% = 6.5 mM cAMP response; Potency, µM (series often up to 154 µM), inactives show at the highest dose activation, usual class: activators; hit rate 0.079% among 360,000; AID 720711; note: potency is the fitted concentration of half-maximal effect; nearly all actives have a fitted effect of over 50% in size
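Each well held 100 nM EPAC2, 250 nM RAP1B-BODIPY-GDP and 50 uM GDP. Fluorescence, read at 5-min intervals to 30 min, was referenced to a 6.5 mM cAMP positive control.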
pAkt inh = blocks phosphorylation of Akt; Neuro2A IGF-stimulated pAkt S473 HTRF, 20 min; active compounds read low; activity change, % for hits at 50 µM; hit rate 0.32% among 360,000; AID 651550; in the data active = activity change below about -80%; inconclusive = mostly about -51% to -80%; note: % is set by controls: 0 for no effect and ±100 for the full control effect
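Neuro2A cells in DMEM with 0.5% FBS, overnight at 37 deg C, given compound at single 50 µM final, then IGF (6 nM final) for 20 min at 37 deg C. Lysed; phospho-Akt Ser473 by HTRF after 24 h, 665/615 ratio.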
PTHR1 ag = activates the human parathyroid hormone receptor PTHR1. HEK293 GP2 PTHR1 cells, GloSensor cAMP luminescence, 1 h. Potency, µM (titrated, usually from 115 µM), for inactives: at the highest dose activation, actives largely listed as activators. Q03431. hit rate 0.075% among 410,000; note: potency is the fitted concentration of half-maximal effect; nearly all actives have a fitted effect of over 55% in size; some results filed as inactive show a strong effect at the top dose; inactives centre near -15; many of its hits are not listed in these tables
Target sequence (Q03431 whole entry, looked up): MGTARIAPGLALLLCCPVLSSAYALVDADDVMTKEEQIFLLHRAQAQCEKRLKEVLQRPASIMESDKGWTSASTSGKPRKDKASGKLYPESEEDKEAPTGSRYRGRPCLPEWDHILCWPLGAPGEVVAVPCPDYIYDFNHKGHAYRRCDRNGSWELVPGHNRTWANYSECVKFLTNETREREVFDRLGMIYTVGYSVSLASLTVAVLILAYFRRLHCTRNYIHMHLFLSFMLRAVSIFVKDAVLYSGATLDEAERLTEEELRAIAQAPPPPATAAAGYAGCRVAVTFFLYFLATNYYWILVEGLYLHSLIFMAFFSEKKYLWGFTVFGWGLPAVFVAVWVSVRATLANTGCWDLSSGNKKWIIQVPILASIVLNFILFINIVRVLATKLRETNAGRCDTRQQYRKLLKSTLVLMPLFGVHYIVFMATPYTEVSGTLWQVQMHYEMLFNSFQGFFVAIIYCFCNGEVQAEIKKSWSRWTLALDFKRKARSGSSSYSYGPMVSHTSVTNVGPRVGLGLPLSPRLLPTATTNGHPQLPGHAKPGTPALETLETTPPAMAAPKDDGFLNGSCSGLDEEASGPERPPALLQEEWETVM
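HEK-293-derived GP2 cells expressing PTHR1 and a GloSensor cAMP reporter, 3,000/well, plated overnight, given luciferin plus IBMX (each 0.5 mM as added) for 1 h at 37 °C, then compound for 1 h at 37 °C. Luminescence was read after 15 min at room temperature.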
DRD3 agonist = agonists of human D3 dopamine receptor; D3R DiscoveRx beta-arrestin cells, luminescence, 90 min; max activation, %; hit rate 0.58% among 410,000; in the data active = max activation above about 30%; note: 0% is about no effect; mostly tested at two doses, the higher about 12 µM
Target sequence (P35462 whole entry, looked up): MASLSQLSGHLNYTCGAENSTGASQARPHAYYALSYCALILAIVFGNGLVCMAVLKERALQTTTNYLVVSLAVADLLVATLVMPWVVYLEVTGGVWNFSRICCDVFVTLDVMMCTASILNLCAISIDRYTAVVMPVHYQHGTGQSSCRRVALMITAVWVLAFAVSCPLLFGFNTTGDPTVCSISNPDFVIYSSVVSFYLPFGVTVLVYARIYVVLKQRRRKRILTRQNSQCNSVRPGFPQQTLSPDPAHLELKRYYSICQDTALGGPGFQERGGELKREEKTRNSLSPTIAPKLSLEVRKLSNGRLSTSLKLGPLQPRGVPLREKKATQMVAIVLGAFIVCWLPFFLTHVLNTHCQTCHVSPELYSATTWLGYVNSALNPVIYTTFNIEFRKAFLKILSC
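Cells at 1500/well, incubated overnight, then treated with pinned compounds (dopamine as control) for 90 min at 37 degrees C. DiscoveRx reagent added for 30 - 60 minutes at room temperature; luminescence read.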
D3 antag = antagonists of human D3 dopamine receptor; D3R cells, DiscoveRx beta-arrestin luminescence, antagonist mode; active compounds read low; max response, negative = inhibition, %; hit rate 2.5% among 360,000; AID 652054; in the data active = max response below about -50%; inconclusive = no clear call, values can overlap the other calls; note: % is set by controls: 0 for no effect and ±100 for the full control effect; mostly tested at two doses, the higher about 12 µM
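Cells plated overnight at 1500 cells/well, then exposed to library compounds with dopamine controls for 90 minutes at 37 degrees C. DiscoveRx reagent added for 30–60 minutes at room temperature; luminescence read, quantitative HTS format.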
Mm-Cpn inhibitor = inhibitors of Methanococcus maripaludis chaperonin (MmCpn). purified Mm-Cpn ATPase, ADP Transcreener TR-FRET. Potency, µM (series often up to 76.9 µM), inactives show top-dose activity, negative = inhibition, hits mostly inhibitors. hit rate 0.031% among 330,000. AID 504842; note: potency is the fitted concentration of half-maximal effect; % is set by controls: 0 for no effect and ±100 for the full control effect; nearly all actives have a fitted effect of over 80% in size
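Reaction buffer contained 30 mM Tris pH 7.4, 100 mM KCl, 5 mM MgCl2 and 1 mM DTT. Mm-CPN (25 nM final) hydrolysed 10 uM ATP over 30 min at 37°C; ADP was read by HTRF.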
The depositor's hits bear a star; i = inactive; ? = inconclusive; / = no result given; [ ] = dose if it differs, or a comment. Unless noted, calls come from the whole dose curve; as a rule, active = well fitted curve in the direction sought with a large enough effect; inconclusive = small, poorly fitted or top-dose-only effect, or another doubt; inactive = no such curve, though single readings can be large; an effect the other way counts as inactive or inconclusive. A portion of the library; count on the stated rates, not on these rows.

Results follow in this order: CCT chaperon mod | EPAC2 antagonist | EPAC2 ag | pAkt inh | PTHR1 ag | DRD3 agonist | D3 antag | Mm-Cpn inhibitor
COC(=O)c1ccc(N(C(=O)c2ccco2)C(C(=O)NC2CCCC2)c2ccco2)cc1 (stereo not drawn)
 : 1.8 | 11% | 6% | i | i | -5 | -1 | 3%
Cc1cc(C(=O)NN)c2cc(Br)ccc2n1
 : -1.1 | 8% | 3% | i | i | -2 | -5 | -6%
O=C(NNC(=S)NC(=O)c1ccccc1Cl)c1cccc([N+](=O)[O-])c1
 : -0.3 | 13% | 11% | i | -8% | 7 | 28 | -1%
C=CCn1c(NCc2ccccc2)nc2ccccc21
 : 2.7 | -17% | 8% | i | -95%[inhibitor] | 0 | ? | -1%
CCOC(=O)c1c(-c2ccc(C)cc2)csc1NC1=NS(=O)(=O)c2ccccc21
 : 1.3 | -4% | -2% | i | i | 4 | -6 | 0%
COCCNC(=O)/C(C#N)=C1\N=C(NC(=O)c2ccco2)c2ccccc21
 : 1.7 | 6% | -5% | i | i | -10 | 22 | /
O=C(Nc1nnc(-c2ccccc2)o1)c1nc2ccccc2s1
 : -0.1 | 3% | -3% | i | -19% | 0 | 7 | -6%
Cn1c(=O)[nH]c(=O)c2c1nc(N1CCCCCC1)n2Cc1cccc2ccccc12
 : -1.2 | 13%[57.1 µM] | 4% | i | -15%[57.5 µM] | 2 | -10 | 1%
Cc1c(Cl)ccc(S(=O)(=O)N2CCN=C2c2ccccc2)c1Cl
 : -4.7 | -4% | 1% | i | -24% | 2 | -9 | 3%
COc1ccc(-c2cc(NC(C)=O)c3ncc(-c4ccc(OC)c(OC)c4)n3c2)c(OC)c1
 : -0.3 | -6% | 8% | i | -24% | 10 | 63 | /
CC1CCc2nc(NC(=O)CCSc3ccccc3)sc2C1 (stereo not drawn)
 : -3.1 | 1% | 4% | i | -38%[inhibitor] | -5 | ? | 0%
COc1ccc(NC(=O)CSc2nnc(NC(=O)C3CC3)s2)cc1OC
 : 1.9 | 3% | 0% | i | i | -7 | 0 | -4%
O=C(CNC(=O)N1CC(=O)Nc2ccccc21)Nc1ccc(Cl)cc1
 : -0.7 | -5% | 5% | i | i | -5 | 4 | 3%
CC1(C)CC(=O)C=C(c2ccc(Cl)c(C(F)(F)F)c2)C1
 : -0.2 | -19% | 3% | i | -2% | -2 | ? | 3%
CCOc1ccccc1C(=O)OC(C)C(=O)Nc1ccc(S(=O)(=O)N2CCCC2)cc1 (stereo not drawn)
 : 1.0 | 7% | 20% | i | -1% | -1 | 8 | 0%
O=C(NC1=NCCS1)c1ccc(Cl)cc1
 : -1.0 | 21% | 3% | i | -35%[inhibitor] | -1 | -5 | 0%
CS(=O)(=O)N1CCC(NC(=O)Cc2ccccc2)CC1
 : -2.7 | -4% | -2% | i | -15% | -6 | -17 | 0%
OCCn1c(Cl)nc2ccccc21
 : -3.3 | 11% | 0% | i | i | 0 | 8 | 0%
OCCSc1nc(N2CCOCC2)nc(N2CCOCC2)n1
 : 1.5 | 13% | 0% | i | -22% | 4 | 0 | 3%
COc1cc(C2C(C#N)=C(N)N(N(C)C)C3=C2C(=O)CC(C)(C)C3)cc(OC)c1OC (stereo not drawn)
 : 0.9 | -1% | 15% | i | -10% | 12 | -5 | ?
CCOC(=O)c1sc2nc(CC(=O)OC)nc(NCc3ccc(F)cc3)c2c1C
 : 1.1 | -9% | 16% | i | -27% | -11 | 18 | 1%
COc1ccc(OCC(=O)Nc2ccc(C(=O)Nc3ccccc3C(=O)O)cc2)cc1
 : -0.5 | 5% | 4% | i | -34%[inhibitor] | 3 | 79 | 0%
CCCc1nc2oc(C(=O)c3ccccc3)c(N)c2c2c1COC(C)(C)C2
 : -1.4 | -1% | -5% | i | i | -3 | ? | -1%
O=C(c1cccc(S(=O)(=O)N2CCOCC2)c1)N1CCN(c2ccccc2)CC1
 : 0.6 | -5% | -3% | i | -26% | 6 | 25 | 0%
COc1ccc([N+](=O)[O-])cc1NC(=O)C(C)OC(=O)c1cccnc1Cl (stereo not drawn)
 : -0.1 | -3% | 6% | i | i | 3 | 9 | -5%
COc1ccc(C(=O)Nc2ccc(Cl)cc2C(=O)N2CCCC(C)C2)cc1 (stereo not drawn)
 : 0.7 | -1% | 5% | i | -12%[57.5 µM] | -11 | 46 | -1%
COc1ccc([C@@H]2[C@@H]3C(=O)N(C(C)(C)C)C(=O)[C@@H]3[C@]3(Cc4ccccc4)C(=O)N(c4ccc(OC)cc4)C(=O)N23)cc1
 : -0.9 | 19% | -7% | i | -24% | 26 | -14 | 2%
O=C(CC12CC3CC(CC(C3)C1)C2)N/N=C/c1ccc([N+](=O)[O-])o1
 : 3.4 | 21% | -7% | i | -65%[inhibitor] | -1 | -2 | 0%
CCc1nc2c(OCc3ccc(C(F)(F)F)cc3)cccn2c1N(C)C(=O)c1ccc(OC)cc1
 : -0.5 | 18µM* | 1% | i | -22% | -12 | ? | /
Cc1ccc(C)c(N2C(=O)CC(Cc3ccc(Cl)cc3)C2=O)c1 (stereo not drawn)
 : 1.8 | -7% | 8% | i | -30%[inhibitor] | 1 | -5 | -1%
Cc1ccc(S(=O)(=O)/N=C/c2ccc(N(C)C)cc2)cc1
 : -1.1 | ? | 12% | i | -17% | -13 | -13 | 0%
CC(C)(C)C(=O)Nc1cccc(OC(F)(F)C(F)Cl)c1 (stereo not drawn)
 : 0.4 | 1% | 2% | i | -7% | 0 | -15 | 0%
CC(=O)c1cccc(NC(=S)NC(=O)c2ccc(Br)cc2)c1
 : -40* | 0% | 0% | i | -11% | -4 | 3 | -3%
CCOCCCNC(=S)N(CCCN(C)C)Cc1cc2cc3c(cc2[nH]c1=O)OCCO3
 : -0.9 | -3% | 11% | i | -38%[inhibitor] | 2 | 12 | -6%
CCOc1cc(C2c3c(n[nH]c3C)C(=O)N2c2ccc(C)cc2)ccc1O (stereo not drawn)
 : -1.3 | 3% | 0% | i | -1%[57.5 µM] | 1 | 2 | 0%
COc1ccc(S(=O)(=O)Oc2cc(C(=S)N3CCOCC3)ccc2OC)cc1
 : -0.9 | -8% | 23% | i | -15% | -4 | -5 | 1%
COc1ccccc1CC(=O)NCc1ccc2c(c1)OCO2
 : -3.7 | 2% | 0% | i | i | 2 | 12 | 3%
COc1cc(C(=O)Nc2ccccc2N2CCCCC2)cc(OC)c1OC
 : -7.2 | ? | 8% | i | -24% | 1 | 8 | 0%
CC1CC(C)(C)CC2(C1)NC(=O)N(CC(=O)Nc1cc(C(F)(F)F)ccc1N1CCCCC1)C2=O (stereo not drawn)
 : -4.9 | 23% | -11% | i | -23% | 6 | 8 | /
CCCCOc1nc2c(c(=O)n(C)c(=O)n2C)n1C
 : 1.5 | 2% | -3% | i | i | 1 | 9 | -1%
CCOC(=O)c1ccc(S(=O)(=O)N2CCN(C3CCCC3)CC2)cc1
 : -4.2 | 0% | 1% | i | -8% | 4 | 16 | ?
Cc1ccc(-n2ncc(C(=O)NC3CC3)c2C2CCN(C(=O)OC(C)(C)C)CC2)c(C)c1
 : -1.5 | -1% | -7% | i | -8% | -3 | 4 | -5%
COc1ccnc2c1c(=O)n(Cc1cccc(Cl)c1)c(=O)n2C
 : -0.4 | -16% | -2% | i | -23% | 4 | 9 | -15%
O=C(NCCc1c[nH]c2ccccc12)C1CCN(c2nnc(N3CCCC3=O)s2)CC1
 : -0.3 | -1% | 12% | i | i | 0 | 31 | -2%
Cc1cccc(C)c1NC(=O)CN(C)C(C)C(=O)NCC(=O)Nc1ccc(F)c(F)c1F (stereo not drawn)
 : -0.3 | 6% | 7% | i | i | 7 | -8 | 0%
C=CCOn1c(=O)c(C)[n+]([O-])c2ccccc21
 : -2.6 | 0% | -18% | i | -18%[57.5 µM] | 4 | -1 | 1%
C=CCN1c2ccccc2[C@]23C[C@@H](C(=O)OC)N(C(=O)C4CCC4)C2=NC(C(=O)OC)=C(C(=O)OC)[C@H]13
 : -2.1 | -21% | 14% | i | -12% | -19 | 0 | 0%
CCOC(=O)N1CCN(C(=O)c2oc3ccc(S(=O)(=O)N4CCOCC4)cc3c2C)CC1
 : 0.3 | 12% | -7% | i | i | -1 | 1 | -2%
Cc1cc(/C=C2/NC(=O)NC2=O)c(C)n1-c1ccccn1
 : -0.7 | 1% | -2% | i | -4% | -9 | 12 | -1%
S=c1[nH]c(-c2ccccc2)cn1/N=C/c1cccs1
 : -3.7 | 2% | 13% | i | i | 3 | -5 | -3%

Reformatted: two of the compounds above
compound,CCT chaperon mod,EPAC2 antagonist,EPAC2 ag,pAkt inh,PTHR1 ag,DRD3 agonist,D3 antag,Mm-Cpn inhibitor
CCOC(=O)N1CCN(C(=O)c2oc3ccc(S(=O)(=O)N4CCOCC4)cc3c2C)CC1,0.3,12%,-7%,i,i,-1,1,-2%
Cc1cc(/C=C2/NC(=O)NC2=O)c(C)n1-c1ccccn1,-0.7,1%,-2%,i,-4%,-9,12,-1%

Additional records:
Results follow in this order: CCT chaperon mod | EPAC2 antagonist | EPAC2 ag | pAkt inh | PTHR1 ag | DRD3 agonist | D3 antag | Mm-Cpn inhibitor
CC1=[N+](C)N(c2ccccc2)C(=O)C1N=C/C=C/c1ccccc1 (stereo not drawn)
 : -0.4 | -6% | 1% | i | i | 4 | -4 | -5%
COc1ccc(C2=Nn3c(nnc3-c3ccccc3F)SC2)cc1OC1CCOC1 (stereo not drawn)
 : / | 10% | -4% | / | -25% | / | / | -4%
O=C(Cn1ccc2ccccc21)Nc1ccc2c(c1)OCO2
 : -1.3 | 2% | 8% | i | i | -3 | 9 | -2%
CC(C(=O)OCC(=O)c1c(N)n(C)c(=O)n(C)c1=O)N1C(=O)c2ccccc2C1=O (stereo not drawn)
 : 1.4 | 4% | 6% | i | i | 3 | -3 | 1%
O=C(O)C1=CCNCC1
 : -12 | -8% | 3% | i | -1% | 2 | 8 | /
Cc1csc(NC(=O)CSc2ncc(-c3ccccc3)[nH]2)n1
 : -1.4 | 8% | 9% | i | -66%[inhibitor] | -2 | 11 | 0%
CCOc1ccccc1C(=O)NC(C(=O)N(C)c1c(N)n(Cc2ccccc2)c(=O)[nH]c1=O)C(C)C (stereo not drawn)
 : 1.8 | 1% | -6% | i | i | 1 | 10 | /

Screens as filed in PubChem BioAssay.
